# Source: PubChem (National Center for Advancing Translational Sciences (NCATS))
# FEN1 inh = inhibitors of human flap endonuclease 1; P39748; Recombinant FEN1 flap cleavage, fluorescence, 15 min; Potency, µM (top dose mostly 114 µM), for the others: at the highest dose activity change, negative = inhibition, most hits filed as inhibitors; 390,000 tested, 0.35% active; AID 588795; also: nearly all actives have a fitted effect of over 65% in size
# Target sequence (P39748 whole entry, looked up): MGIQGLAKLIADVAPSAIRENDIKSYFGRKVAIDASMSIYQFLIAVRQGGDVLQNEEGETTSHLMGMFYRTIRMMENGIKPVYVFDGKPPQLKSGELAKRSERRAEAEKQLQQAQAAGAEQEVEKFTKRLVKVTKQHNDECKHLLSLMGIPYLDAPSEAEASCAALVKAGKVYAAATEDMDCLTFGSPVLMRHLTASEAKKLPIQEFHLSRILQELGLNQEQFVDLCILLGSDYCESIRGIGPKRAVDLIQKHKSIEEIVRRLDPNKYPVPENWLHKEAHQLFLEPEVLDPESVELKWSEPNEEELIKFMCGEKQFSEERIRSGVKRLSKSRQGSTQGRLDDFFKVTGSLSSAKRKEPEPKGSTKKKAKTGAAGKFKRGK
#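 Nuclease activity of 10 nM FEN1 was measured after 15 min of room-temperature exposure to titrated compounds, by adding 50 nM flap substrate and reading plates at 0 and 15 min.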
# TDP1 inh = inhibitors of human tyrosyl-DNA phosphodiesterase TDP1; Q9NUW8; recombinant TDP1, AlphaScreen DNA substrate cleavage; Potency, µM (titrated, usually from 130 µM), without a hit: top-dose activity change, negative = inhibition, hits mostly inhibitors; 350,000 tested, 0.28% active; also: nearly all actives have a fitted effect of over 40% in size
# Target sequence (Q9NUW8 whole entry, looked up): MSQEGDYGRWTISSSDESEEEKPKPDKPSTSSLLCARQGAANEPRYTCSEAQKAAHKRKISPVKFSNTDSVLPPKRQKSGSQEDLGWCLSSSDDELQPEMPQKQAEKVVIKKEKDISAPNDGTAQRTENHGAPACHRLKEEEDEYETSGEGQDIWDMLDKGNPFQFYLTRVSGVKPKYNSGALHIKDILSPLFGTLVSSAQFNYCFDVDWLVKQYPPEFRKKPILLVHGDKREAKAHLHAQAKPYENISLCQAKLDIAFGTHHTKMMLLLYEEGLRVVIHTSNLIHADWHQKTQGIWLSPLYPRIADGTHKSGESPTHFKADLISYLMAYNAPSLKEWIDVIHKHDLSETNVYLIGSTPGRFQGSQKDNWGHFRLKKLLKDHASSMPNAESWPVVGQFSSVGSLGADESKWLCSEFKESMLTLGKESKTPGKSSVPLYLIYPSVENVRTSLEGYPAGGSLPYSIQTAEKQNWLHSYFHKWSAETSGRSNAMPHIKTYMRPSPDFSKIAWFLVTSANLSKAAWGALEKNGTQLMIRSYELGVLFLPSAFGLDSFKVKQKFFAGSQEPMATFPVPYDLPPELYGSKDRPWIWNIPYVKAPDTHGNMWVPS
#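 Tdp1 1 nM final; 15 min RT w/ cpd; substrate 15 nM, 5 min; beads 10 ug/ml, 10 min; AlphaScreen read. Neg ctrl: no enzyme.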
# N370S GC mod = N370S glucocerebrosidase modulation, Gaucher chaperone candidate. N370S GC spleen homogenate, 4MU-glucoside fluorescence. 330,000 tested, 0.092% active. P04062. Potency, µM (titrated, usually from 59.4 µM), for the others: top-dose activity change, negative = inhibition, actives largely listed as inhibitors;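 also: 0% = full enzyme activity and -100% = no enzyme basal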
# Starred values were filed as active, the others as inactive; ? = inconclusive; · = no result given; & = joins results of further samples; [ ] = dose if it differs, or a comment. Calls follow the shape of the dose curve; as a rule, active = well fitted curve in the direction sought with a large enough effect; inconclusive = small, poorly fitted or top-dose-only effect, or another doubt; inactive = no such curve, though single readings can be large; an effect the other way counts as inactive or inconclusive. Unless noted, % is scaled to controls: 0 for no effect and ±100 for the full control effect; potency is read from the fitted curve at half-maximal effect.
FEN1 inh	TDP1 inh	N370S GC mod	canonical_smiles
12%	·	0%	O=C1/C(=C/c2ccc([N+](=O)[O-])cc2)CCC1C1CCCC1 (stereo unspecified)
20%	6%	·	COc1ccc(-c2noc(N(c3cccc(Cl)c3)c3nc(-c4ccc(OC)c(OC)c4)no3)n2)cc1OC
-7%	5%	-14%	Cc1c(C(=O)NNS(=O)(=O)c2ccccc2Cl)sc(=S)n1C
-1%	8%	·	CCC1=Nc2cc(C(=O)NCc3ccccc3OC)ccc2Sc2ccc(Cl)cc21
-2%	-3%	-4%	Cc1noc(C(=O)NCc2ccco2)c1Cl
2%	-6%	8%	COC(=O)C1=C(O)CSC1=Nc1ccccc1
-1%	-6%	0%	O=c1ccnc2n1COCS2
10%	5%	-1%	O=c1ncn(-c2cccc(F)c2)c2ncccc12
3%	11%	-12%	OC(COc1ccc2c(c1)CCC2)Cn1cnc2ccccc21 (stereo unspecified)
2%	-3%	-3%	N/C(=N\OC(=O)c1ccc(=O)n(Cc2ccccc2)c1)c1ccccn1
-8%	1%	·	O=S(=O)(c1ccc2c(Cl)cccc2c1)N1CCN(c2nc(-c3cccs3)nc3ccccc23)CC1
-2%	11%	3%	CCCc1[nH]n(-c2ccc(F)cc2)c(=O)c1C=Nc1ccc(C)cc1
-2%	8%	17%	COC(=O)c1sc(S(=O)(=O)Nc2ccc(C)cc2)c(C(=O)OC)c1C
12%	1%	·	COc1ccccc1NC(=O)c1ccc(NC(=O)CN2CCCCC2)cc1
-21%	17%	-13%	O=[N+]([O-])c1ccc(S(=O)(=O)N2CCN(Cc3ccco3)CC2)cc1
-16%	1%	26%	O=C(c1cc(-c2ccccn2)nc2c(Cl)cccc12)N1CCN(S(=O)(=O)c2ccccc2)CC1
-4%	6%	-3%	CCc1nnc(NC(=O)CCS(=O)(=O)Cc2ccccc2)s1
8%	·	2%	Cc1ccc(S(=O)(=O)N2CCN(c3ccccc3)CC2)cc1C
-1%	-3%	·	Cc1ccc(C(=O)CSc2nc3cc(C(=O)NC4CCCC4)ccc3c(=O)n2CC2CCCO2)c(C)c1 (stereo unspecified)
0%	1%	-15%	O=C(c1ccncc1)N1N=C(C2CCCCC2)CC1(O)C(F)(F)F (stereo unspecified)
3%	10%	11%	COC(=O)c1cc(=O)n(CCc2ccccc2)c(=Nc2ccc(F)cc2)s1
-7%	2%	-6%	O=C(CCS(=O)(=O)Cc1ccccc1F)NCCCN1CCCCC1
-22%	2%	-10%	CSc1cccc(NC(=O)CN(Cc2ccc(Cl)cc2)S(C)(=O)=O)c1
-18%	·	-12%	COc1ccc(N2CCN(CCNC(=O)Nc3ccc(C)cc3Cl)CC2)cc1
-4%	·	2%	COc1ccc2c(c1)c(=O)oc1c(C)c(OC(C)C(=O)N[C@@H](Cc3c[nH]c4ccc(O)cc34)C(=O)O)ccc12 (stereo partly specified)
-17%	5%	-1%	COc1ccc(Nc2c(C)cccc2C)cc1
-7%	1%	17%	O=C(O)CN1C(=O)Nc2ccc(Br)cc2C1c1ccccc1 (stereo unspecified)
-3%	9%	4%	CC(/C=C/c1ccccc1)=N\NC(N)=S
13%	6%	·	O=C(CCS(=O)(=O)c1nc(-c2cccs2)cc(C(F)(F)F)n1)Nc1ccc(Br)cc1
1%	·	-7%	O=C(Nc1ccc(NC(=O)c2ccccc2Br)cc1)c1ccccc1
10%	-2%[12.3 µM]	·	Cc1ccccc1OCC(=O)Nc1ccc(-c2nc3ncccc3o2)cc1
-2%	2%	·	O=C(COc1ccccc1Br)N1CCNC1=O
6%	12%	4%	Cc1cc(C)nc(N2N=C(c3ccccc3)CC2=O)n1
1%	2%	-1%	CN1C(=O)c2ccc(C(=O)NCc3ccc4c(c3)OCO4)cc2C1=O
-16%	0%&0%	-3%&-11%	COc1ccc(C(=O)Nc2ccc3[nH]c(-c4cccc(OC)c4)cc(=O)c3c2)cc1
-4%	7%	1%	Fc1ccc(OCc2nn3cnnc3s2)cc1
-6%	6%	5%	C=CCn1c(C(C)NC(=O)COC)nc2ccccc21 (stereo unspecified)
-6%	0%	3%	CCn1cc(C(=O)NCc2ccccc2OC)c(=O)c2cc(S(=O)(=O)N(C)C)ccc21
2%	0%	5%	Nc1nnc(-c2ccccc2Cl)s1
16%	8%&4%	-1%	O=C1c2ccccc2C(=O)C1c1ccc(Cl)cc1
-1%	-6%	-28%	O=C(NCCCN1CCOCC1)C(=O)NCc1ccccc1
1%	0%	-3%	c1ccc(CN2CCOCCOCCOCC2)cc1
0%	·	1%	Cc1ccc(S(=O)(=O)N2CCN(c3ccccc3)CC2)cc1
0%	1%	1%	CCn1c(=O)cc(SCC(=O)Nc2ccc(C)cn2)c2ccccc21
-13%	8%	-18%	Cc1ccc(NC(=O)NNC(=O)Cn2nc(-c3ccccc3)c(-c3ccccc3)c(C#N)c2=O)cc1
-1%	-15%	·	CCNC(=O)c1cccc(NC(=O)C2CC(=O)N(CCc3ccccc3)C2)c1 (stereo unspecified)
-1%	0%	9%	CC(C)c1nn2c(=O)cc(O)nc2s1
-2%	1%	-16%	CCN(c1ccccc1)S(=O)(=O)c1cccc(C(=O)NCC(c2cccs2)N2CCOCC2)c1 (stereo unspecified)
1%	0%	·	COC(=O)c1cc(NC(=O)CN2C(=O)C(=O)N(C3CCCC3)C2=O)cc(C(=O)OC)c1
0%	1%	10%	Cc1ccc2c(n1)sc1c(-c3ccccc3)c(C#N)c(N)nc12
-16%	0%	-8%	Cc1ccsc1C(=O)NCC(=O)OCc1ccccc1
-6%	0%	-7%	CN(CCC#N)C(=O)COC(=O)c1cccnc1Nc1ccccc1F
2%	4%&5%	6%&3%	CC1(C(=O)NCc2ccccn2)C=CCN1C(=O)c1ccccc1 (stereo unspecified)
-10%	3%	·	O=C(CSc1cn(CC(=O)N2CCCCC2)c2ccccc12)NCc1ccc(F)cc1
-7%&15%	·	3%	COCCCNc1nc2c(c(=O)n(Cc3ccc(F)cc3)c(=O)n2C)n1C
-4%	4%	1%	COc1ccccc1NC(=O)c1sc(Cl)nc1C
-10%	·	-16%	Cc1ccc(C)c(N2CCN(S(=O)(=O)c3cc4c(cc3Cl)NC(=O)CO4)CC2)c1
-3%	5%	·	CCOCCSc1c(C)cnc2c1c(=O)n(C)c(=O)n2C
·	10%	5%	CCCCCCOC(=O)C1(O)CC2OC1(C)n1c3ccccc3c3c4c(c5c6ccccc6n2c5c31)C(=O)NC4 (stereo unspecified)
·	?	2%	Cc1ccccc1-c1nc(-n2ccnc2)c2ccccc2n1

# Four consecutive entries out of the list so far:
FEN1 inh	TDP1 inh	N370S GC mod	canonical_smiles
10%	-2%[12.3 µM]	·	Cc1ccccc1OCC(=O)Nc1ccc(-c2nc3ncccc3o2)cc1
-2%	2%	·	O=C(COc1ccccc1Br)N1CCNC1=O
6%	12%	4%	Cc1cc(C)nc(N2N=C(c3ccccc3)CC2=O)n1
1%	2%	-1%	CN1C(=O)c2ccc(C(=O)NCc3ccc4c(c3)OCO4)cc2C1=O

# Continuation.
FEN1 inh	TDP1 inh	N370S GC mod	canonical_smiles
-5%	3%	-5%	CCC(=O)NNc1ncnc2ccccc12
8%	0%	·	CCOC(=O)C1CCCN(C(=O)c2ccc(S(=O)(=O)N3CCOCC3)cc2)C1 (stereo unspecified)
-11%	3%	-21%	Cc1ccc(NC(=S)N(CCCN2CCOCC2)Cc2ccco2)cc1Cl
7%	-3%	-13%	Cc1cc(C)cc(NC(=S)N2CCN(CCO)CC2)c1
1%	3%	11%	CCOC(=O)C(C)Sc1nnc2c3ccccc3n(C)c2n1 (stereo unspecified)
-7%	-2%	7%	CC(C)Oc1ccc(C(=O)NC2CCCCC2)cc1
-11%	·	-15%	C=Cc1ccc(COC(=O)c2cn(CC)c3nc(C)ccc3c2=O)cc1
16%	0%	·	CCOCCCNC(=O)CN1CCN(S(=O)(=O)c2ccc3c(c2)CCC3)CC1
1%	4%	-12%	CN(Cc1ccccc1)C(=O)Nc1ccccc1
10%	5%	1%	Cc1cc(S(=O)(=O)NCCCN2CCOCC2)ccc1F
0%	2%	·	COc1ccc(N2Cc3cccc(C(=O)Nc4ccc(C)c(C)c4)c3C2=O)cc1
-1%	0%	3%	Cc1ccc(C(=O)NCC(=O)OCCCn2c(=O)[nH]c3ccccc32)cc1
14%	-1%	3%	CCC(C)[C@H]1CNC(=O)C(=O)N1CCCc1cc(OC)c(OC)c(OC)c1 (stereo partly specified)
2%	0%	2%	CC(=O)c1ccc(OCC(C)C)c(Cc2c(O)nc(N)[nH]c2=O)c1
-4%	3%	·	CCOC(=O)c1c(C)[nH]c(C)c1S(=O)(=O)N1CCC(C(=O)Nc2ccccn2)CC1
-2%	5%	-16%	CCOC(=O)c1cnc2sccn2c1=O
-15%	4%	·	COc1ccc(-n2c(=O)c3c4c(sc3n(Cc3cc(C)ccc3C)c2=O)CN(C(C)=O)CC4)c(OC)c1
9%	8%	-6%	COc1ccc(-c2nnc(NC(=O)c3ccc(S(=O)(=O)N4CCc5ccccc5C4)cc3)o2)cc1
0%	3%	-6%	N#Cc1ncc(-c2ccc3c(c2)OCCOCCOCCOCCO3)nc1C#N
6%	4%	-1%	NNC(=S)Nc1c(F)cc(F)cc1Br
4%	-1%	·	Cc1ccc(Cn2c(CN3CCC(C(=O)NCC(C)c4ccccc4)CC3)cc3ccccc32)cc1 (stereo unspecified)
3%	11%	-6%	Nc1cc(N)cc(-c2nc3ccccc3[nH]2)c1
6%	1%	8%	Cc1ccc(C(=O)NCC(=O)OCC(=O)Nc2ncc(C(F)(F)F)cc2Cl)cc1
-1%	9%	·	CCOc1ccc(C(=O)c2cn(CC(=O)Nc3ccc(OC)cc3)c3cc4c(cc3c2=O)OCO4)cc1
-6%	·	0%	COc1ccc(S(=O)(=O)N2CCN(c3nc(C)cc(C)n3)CC2)cc1
-7%	-1%	?	CCOC(=O)N1CCN(C(=O)/C(=C/c2ccc(OC)cc2)NC(=O)c2ccccc2)CC1
4%	5%	-9%	CCOC(=O)c1ccc(NC(=S)N2CCN(C)CC2)cc1
-2%	2%	11%	CCCCn1c(SCc2ccc(Cl)cc2)nc2c1c(=O)[nH]c(=O)n2C
-1%	0%	3%	CCOc1nc(NCCN2CCOCC2)nc(Nc2ccc(C)cc2)n1
0%	·	16%	O=C(Nc1ccc(Cl)cc1)N1N=CCC1c1ccccc1 (stereo unspecified)

# Ordered by value in N370S GC mod (largest number first): some entries from above.
FEN1 inh	TDP1 inh	N370S GC mod	canonical_smiles
10%	5%	1%	Cc1cc(S(=O)(=O)NCCCN2CCOCC2)ccc1F
4%	5%	-9%	CCOC(=O)c1ccc(NC(=S)N2CCN(C)CC2)cc1
-21%	17%	-13%	O=[N+]([O-])c1ccc(S(=O)(=O)N2CCN(Cc3ccco3)CC2)cc1

# Among those listed so far, 2 have a nitro group on carbon:
FEN1 inh	TDP1 inh	N370S GC mod	canonical_smiles
12%	·	0%	O=C1/C(=C/c2ccc([N+](=O)[O-])cc2)CCC1C1CCCC1 (stereo unspecified)
-21%	17%	-13%	O=[N+]([O-])c1ccc(S(=O)(=O)N2CCN(Cc3ccco3)CC2)cc1

# (next part)
FEN1 inh	TDP1 inh	N370S GC mod	canonical_smiles
-2%	1%	-9%	Cc1ccc(C(C(=O)NC2CCCCC2)N(CC2CCCO2)C(=O)CNC(=O)c2cccs2)cc1 (stereo unspecified)
7%	5%	-2%	CC(=O)N1CCC(=NNS(=O)(=O)c2cccc([N+](=O)[O-])c2)CC1
-3%	0%	3%	CCOC(=O)c1c(C)c(C(=O)NCc2cccnc2)c(C)n1C
-11%	-2%	-10%	COCCNC(=O)c1onc(CSc2ccccc2)c1C(=O)NCCOC
-2%	0%	-8%	Cc1ccccc1NC(=O)COc1cccc2c1CCNC2=O
0%	4%[56.1 µM]	-1%	CSC(=Nc1ccccc1)C1=C(O)COC1=O
-17%	2%	-2%	Cc1cc(C)c(NC(=O)COC(=O)c2cc([N+](=O)[O-])ccc2N2CCOCC2)c(C)c1
-3%	5%	-14%[2.35 µM]	COc1ccc(C)cc1NC(=O)CN(c1ccc(F)cc1)S(C)(=O)=O
11%	0%	·	O=C(CN1C(=O)C2(SCC(=O)N2c2ccccc2)c2ccccc21)NCc1ccccc1 (stereo unspecified)
4%	4%	-10%	COC(=O)c1ccc(C2CC(=O)Nc3cc(OC)c(OC)cc32)cc1 (stereo unspecified)
-7%	0%	·	CCn1cc2nc(SCC(=O)Nc3ccc(C)cc3C)n(Cc3ccc(C)cc3)c(=O)c2n1
-6%	7%	5%	Cc1ccc(C(=O)NCCNc2ccc(Cl)cc2[N+](=O)[O-])o1
0%	2%	-15%	COC(=O)c1ccc(C(=O)OC)c(NC(=S)N2CCC(N3CCCCC3)CC2)c1
-9%	8%	2%	CN(C)c1ccc(NC(=O)CN2C(=O)CC(c3ccccc3)=Nc3ccccc32)cc1
20%	?	-7%[12.8 µM]	COC(=O)C1=C(C)N(Cc2ccco2)C(=O)N[C@@H]1c1ccc(Br)cc1
-25%	10%	-13%	Oc1ccccc1/C=N/Nc1cccc2cccnc12
